# HTR1E antagonist: 5-HT1E (human) receptor antagonism; CHO 5-HT1E Ga15 NFAT-bla reporter, FRET, antagonist; AID 571; inhibition, % at 6 µM; 65,000 compounds, 0.99% hits;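 active = inhibition above a set limit, the mean inhibition across every tested compound plus 3 SD, cut at about 29% in these data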;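 note: signal is the 460 over 535 nm emission ratio of beta-lactamase substrate; 0% = agonist plus DMSO wells and 100% = wells without agonist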
# Target sequence (P28566 whole entry, looked up): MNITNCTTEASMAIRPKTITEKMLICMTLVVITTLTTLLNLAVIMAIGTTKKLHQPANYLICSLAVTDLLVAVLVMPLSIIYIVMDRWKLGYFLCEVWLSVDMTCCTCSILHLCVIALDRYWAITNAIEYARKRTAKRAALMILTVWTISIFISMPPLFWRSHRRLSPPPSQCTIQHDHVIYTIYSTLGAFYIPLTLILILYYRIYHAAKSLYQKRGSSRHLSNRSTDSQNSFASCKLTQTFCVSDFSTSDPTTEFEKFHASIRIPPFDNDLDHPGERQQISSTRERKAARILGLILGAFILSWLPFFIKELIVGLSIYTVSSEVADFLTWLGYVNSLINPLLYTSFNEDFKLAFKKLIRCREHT
# Her2 expr inh: Her2 kinase expression inhibition. SKBR-3 HER2 protein level, AlphaScreen, 18-24 h; hits give low values. HER2 level % of control, % at 10 µM. 65,000 compounds, 0.69% hits. AID 645;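 active = HER2 level under 5% of the carrier-only control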;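 note: 100% = DMSO carrier and 0% = 500 nM PU-H71 HSP90 inhibitor; lower value means stronger loss of Her2 protein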
# Abs 340nm: compound absorbs light at 340 nm; fold change at 10 µM; AID 708; 65,000 tested, under 10 active; compound absorbance at 340 nm, fold over control;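 active = at 10 µM dose, initial 340 nm absorbance at least 2 fold that of control wells; inactive = change under 2 fold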;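 note: initial absorbance extrapolated from kinetic A340 decline of NADH oxidation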
# S1P1 ag-PAM: S1P1 (human) agonism or agonism potentiation; activation, % at 9.5 µM; 56,000 compounds, 0.57% hits; AID 449; P21453; S1P1 CRE-bla cells, forskolin, beta-lactamase FRET, potentiator mode; S1P1 agonist co-added at EC20, 2 nM; 100% = saturating reference agonist, 0% = basal;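 active = activation above a cutoff set at the mean activation of all tested compounds plus 3 SD, cut at about 54% in these data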;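 note: forskolin at 4 µM as EC80 and the EC20 agonist is SEW2871; 100% = SEW2871 at its EC100 plus forskolin at EC80; some compounds past the cut are filed as inactive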
# MMP13 inh: MMP13 (human) collagenase inhibition. MMP-13 fTHP FRET cleavage, Mca fluorescence. 65,000 compounds, 0.07% hits. inhibition, % at 4 µM. P45452;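 active = inhibition above the mean of compound-free control plate wells plus 3 SD, cut at about 14% in these data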;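 note: 0% = DMSO wells and 100% = wells with reference MMP-13 inhibitor after basal subtraction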
# 5-HT1A blocker: 5-HT1a (human) receptor antagonism. P08908. CHO 5-HT1a Ga15 NFAT-bla reporter, antagonist mode. inhibition, % at 10 µM. 62,000 compounds, 0.68% hits;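 active = inhibition above the mean of all tested compounds plus 3 SD, cut at about 43% in these data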;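 note: receptor stimulated by 5-CT agonist at 100 nM near EC80; beta-lactamase reporter measured by ratiometric fluorescence of a cleavable substrate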
# Autofluor 339: intrinsic fluorescence of library compounds, ex339/em460 – biochemical, MLSMR library, data from DPM-DC assay, artefact control, profiling panel; compound autofluorescence, ex339/em460 nm, NADH buffer; hits give high values; 1 = no-compound wells, NADH background; fluorescence fold increase at 10 µM; 65,000 compounds, 5.5% hits; AID 709;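 active = at 10 µM, mean starting fluorescence two-fold or more over control wells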;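 note: signal is the first read of a kinetic run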
# S1P3 agonist: S1P3 (human) receptor agonism. Q99500. S1P3 NFAT-BLA reporter cells, FRET ratio; relative to 1 µM S1P, basal subtracted. activation, % at 4.5 µM. 60,000 compounds, 0.1% hits;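 active = activation above the screen-wide mean plus 3 SD, cut at about 4.5% in these data, passing the limit was not always enough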; note: some compounds called inactive have numbers as strong as hits
# Target sequence (Q99500 whole entry, looked up): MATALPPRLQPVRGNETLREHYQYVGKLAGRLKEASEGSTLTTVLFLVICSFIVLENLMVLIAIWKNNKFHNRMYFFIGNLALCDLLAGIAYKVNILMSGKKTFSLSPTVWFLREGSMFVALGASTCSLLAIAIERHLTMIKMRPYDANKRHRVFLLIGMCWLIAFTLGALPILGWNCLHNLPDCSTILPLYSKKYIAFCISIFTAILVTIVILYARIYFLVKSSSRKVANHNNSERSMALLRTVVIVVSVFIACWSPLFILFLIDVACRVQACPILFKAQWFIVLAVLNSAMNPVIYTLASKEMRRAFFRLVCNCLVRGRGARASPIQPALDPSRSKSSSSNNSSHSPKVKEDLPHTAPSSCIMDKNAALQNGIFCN
#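 Measure – % activation relative to 1 µM S1P (100%), per plate · System – stable CHO line with human S1P3, Gα16, NFAT-BLA reporter · Timing – cells plated overnight, compound 4 h 37 °C, substrate 2 h RT · Technique – fluorescent BLA substrate, ex 405 nm, em 460/535 nm ratio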
# HTR1E agonist: activates the human 5-HT1E serotonin receptor; P28566; CHO 5-HT1E Ga15 NFAT-bla reporter, FRET; 0% DMSO wells, 100% control agonist wells; activation, % at 6 µM; 65,000 compounds, 0.69% hits; AID 574;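 active = activation above a set limit, the screen-wide mean activation plus 3 SD, cut at about 8.5% in these data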;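 note: 100% = positive control agonist at 1 µM giving full maximal response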
# The depositor's hits bear a star; . = not tested or not shown; [ ] = another dose, or the depositor's remark.
SMILES,HTR1E antagonist,Her2 expr inh,Abs 340nm,S1P1 ag-PAM,MMP13 inh,5-HT1A blocker,Autofluor 339,S1P3 agonist,HTR1E agonist
CCOc1ccc(-c2cc(CCCC(=O)Nc3cccc(OC)c3)no2)cc1,9,102,1.1,0,-2,-6,1.1,-0.4,0.1
CCn1c(-c2ccc(N)cc2)nc2ccccc21,-5,114,1,3,-123[fluorescence artefact?],7,1.9,0.9,0.4
COc1c(C)cccc1C(=O)Nc1cc(-c2nn3c(C)nnc3s2)ccc1C,7,115,1.1,14,-4,-12,0.99,-1.2,0.3
O=C(OCC(=O)N1CCN(C(=O)c2ccco2)CC1)c1ccccc1C(=O)c1ccccc1,4,83,1,6,5,4,1,-0.7,0.3
O=S(=O)(NC1CC2CCC1C2)c1ccc(Br)s1 (configuration not stated),6,84,1,.,7,-6,1.1,.,-0.2
Cc1ccc(Nc2nc3nonc3[nH]c2=O)cc1,-5,67,1.1,-29,2,-25,1,-0.1,0.9
O=C(Oc1cccc(Oc2ccccc2)c1)N1CCOCC1,-3,102,1,-33,4,6,1.1,-1.1,-0.1
COc1ccccc1C(=O)OCC(=O)Nc1ccc(OC(F)F)cc1,-5,114,1,-6,-5,-3,1,0.1,0.3
CCCCCC1CC(=O)N(Cc2ccc(Cl)cc2)C(=O)N1 (configuration not stated),-5,84,1,-16,-1,-1,1.1,-1.0,0.3
Cc1cc(C)nc(NCC(O)COc2ccccc2C)n1 (configuration not stated),-5,76,1,4,2,10,1.1,-0.6,0.2

# Single records (already shown). Screens in order: HTR1E antagonist, Her2 expr inh, Abs 340nm, S1P1 ag-PAM, MMP13 inh, 5-HT1A blocker, Autofluor 339, S1P3 agonist, HTR1E agonist
# COc1c(C)cccc1C(=O)Nc1cc(-c2nn3c(C)nnc3s2)ccc1C in the list: 7, 115, 1.1, 14, -4, -12, 0.99, -1.2, 0.3
# COc1ccccc1C(=O)OCC(=O)Nc1ccc(OC(F)F)cc1 in the list: -5, 114, 1, -6, -5, -3, 1, 0.1, 0.3
# Cc1cc(C)nc(NCC(O)COc2ccccc2C)n1 (configuration not stated) in the list: -5, 76, 1, 4, 2, 10, 1.1, -0.6, 0.2

# Next entries
SMILES,HTR1E antagonist,Her2 expr inh,Abs 340nm,S1P1 ag-PAM,MMP13 inh,5-HT1A blocker,Autofluor 339,S1P3 agonist,HTR1E agonist
Cc1cc(C(=O)OCC(=O)N2c3ccccc3CC2C)c(C)o1 (configuration not stated),-20,103,0.99,18,-2,-16,1,0.3,-0.4
Cc1ccc(C(C)C)c(OCc2nnc(SCC(=O)Nc3ncc(C)s3)n2C)c1,18,62,0.98,18,4,-1,1,-1.8,-1.1
COCCNC(=O)c1cc2c(=O)n(C)c3ccccc3c2n1C,-7,70,1.1,-21,-19,5,1.4,0.8,0.8
CCn1c(N)c(C(=O)NCc2cccnc2)sc1=S,1,90,1.1,-32,7,-5,1.1,-0.3,0.1
COc1ccc(-n2c(C)nc3c(cnn3-c3ccc(C)c(C)c3)c2=O)cc1,-5,89,1.1,21,0,14,1.1,-0.4,1.4
COc1ccc(NC(=O)CSc2nc3c(c(=O)n2-c2ccc(F)cc2)SCC3)c(OC)c1,-10,77,1,-25,2,-10,1,-0.2,0.2
O=C(NCCN1CCOCC1)c1cc(-c2ccco2)on1,10,69,1,-44,-2,-1,1.1,-1.7,-0.2
CN(C)CCNC(=O)c1c(O)c2c([nH]c1=O)CCCC2,-6,109,1,-4,-9,-9,1,-1.5,11*
CCn1c(NCc2cc(OC)ccc2OC)nc2ccccc21,-6,117,0.99,-6,4,15,1.1,0.8,-0.3
COCCCNc1oc(COc2ccc(Cl)cc2Cl)nc1C#N,13,117,0.98,0,2,3,1.4,-0.4,-0.8
O=C1CSC(c2ccccn2)N1c1cccc(Cl)c1 (configuration not stated),12,127,0.98,6,4,8,1.1,-0.3,-0.2
CCn1nc(NC(=O)c2ccco2)c2cc3ccccc3nc21,12,70,1,-16,-11,.,1.4,-2.0,0.8
CCc1ccc(-c2nc(CN3CCC(C(=O)NCc4ccccc4OC)CC3)c(C)o2)cc1,-4,43,1,20,2,12,1.1,-0.6,0.0
O=C(COc1ccc(Cl)cc1)NC1CCSC1=O (configuration not stated),4,114,1,-2,-3,-22,1.1,0.5,-1.3
CCN(CC)S(=O)(=O)c1cccc(C(=O)NC(C(=O)Nc2nnc(C3CC3)s2)C(C)C)c1 (configuration not stated),-6,111,0.99,-19,3,-3,1,0.1,1.0
COc1ccc(NC(=O)CCCN2C(=O)CCC2=O)cc1Cl,3,83,1,-10,6,0,1.1,-0.2,-0.8
Cc1ccc(C)n1-c1ncn[nH]1,4,146,0.99,10,-2,-3,1,0.0,0.4
Cc1ccc(N(CC(=O)Nc2ccc(S(=O)(=O)N3CCOCC3)cc2)S(C)(=O)=O)cc1C,6,100,1,.,1,-4,1.1,.,-0.2
Cn1c(SCC(=O)O)nc2ccccc2c1=O,0,117,1,-2,3,11,1.1,-0.2,-1.0
CC(O)c1cc2c(cc1NC(=O)c1cnn3c1NC(c1ccco1)CC3C(F)(F)F)OCO2 (configuration not stated),3,.,0.98,.,4,-2,1,-0.5,-0.4
N#Cc1cc2c(nc1SCc1ccccc1)CCCC2=O,2,109,1,15,1,2,1,-0.7,-0.8
CCOC(=O)C(NC(C)=O)(Nc1ccc(S(=O)(=O)Nc2onc(C)c2C)cc1)C(F)(F)F (configuration not stated),3,111,1,-6,-1,-7,1.2,-1.3,-0.4
O=C(NCc1cccs1)C(Cc1ccccc1)NS(=O)(=O)c1cccs1 (configuration not stated),-11,102,0.99,.,7,0,1.1,.,2.9
O=C(CSc1cccc[n+]1[O-])c1cc2ccccc2o1,1,127,1.1,11,4,5,1.1,-0.8,1.1
CCCS(=O)(=O)N1CCN(S(=O)(=O)c2ccc(F)cc2)CC1,-3,115,1.1,.,4,14,1.1,-1.4,-1.5
Cc1c2c(nc3nc4ccccc4n13)CC(C)(C)CC2=O,0,74,1,-5,3,-2,0.98,-0.1,1.0
COCCOC(=O)C1=C(C)OC(N)=C(C#N)C1c1ccc2c(c1)OCO2 (configuration not stated),7,90,0.99,-10,-4,7,1,-1.7,-1.8
COCCNC(=O)CN1CCC(NC(=O)Nc2ccc(C(F)(F)F)cc2)CC1,0,118,0.96,17,-5,-14,1.1,-0.6,-0.3
COc1ccccc1-n1c(CNC(=O)c2ccco2)nnc1SCC(=O)Nc1ccc(F)cc1,-8,98,1,-9,0,3,1.1,0.6,-0.5
COc1ccc(OC)c2c1CCC2=O,3,72,1,-15,-43,.,2.3*,-3.6,-0.1
Cc1nc2ccc(NC(=O)Cc3cccs3)cc2s1,6,64,0.99,8,-4,10,1,1.0,5.1
CCOC(=O)C1C(=O)OC2(CCOC(C)(C)C2)C1C(=O)OCC (configuration not stated),-4,93,1,-3,9,-7,1,-1.0,-0.2
CCNc1nc(N)c(C(=O)c2ccc(Cl)s2)s1,23,36,1.1,47,-3,56*,1.1,-1.7,-0.3
Cc1c(C(=O)Nc2ccncc2)sc2nc(-c3ccc(F)cc3)cn12,0,37,1,33,-2,0,1.2,-1.5,1.6
CCOc1cccc(N2C(=O)CC(n3cnc4ccccc43)C2=O)c1 (configuration not stated),-1,156,1,-9,-5,0,1.1,-1.0,0.3
CCSc1nnc(-c2ccc(S(=O)(=O)N3CCOCC3)cc2)n1CC1CCCO1 (configuration not stated),6,84,1,-23,-18,-15,1.1,-0.9,-0.3
Cc1cc(C)c2[nH]c(=O)c(C(c3nnnn3CC3CCCO3)N3CCC(C)CC3)cc2c1 (configuration not stated),1,119,1,-28,-8,-3,1.4,-0.8,-0.3
O=C(Nc1ccc2oc(-c3ccccc3)nc2c1)c1ccncc1,9,166,1.1,-45,6,-13,1.1,0.4,-0.2
Cc1cc(C)n(-c2c(F)c(F)c(CN3CCCCC3)c(F)c2F)n1,-5,72,1,-8,-12,.,1.1,-0.9,-0.5
O=C1CCCC(O)=C1C(C#Cc1ccccc1)C1=C(O)CCCC1=O,3,71,0.98,11,0,-5,1,-0.1,-0.1
CC(=O)c1cc(-c2ccccc2)n(CCC(=O)NCc2cccs2)c1C,2,87,0.99,9,-1,10,1,-0.2,-0.2
Cc1c(C(=O)O)nn(-c2ccccc2)c(=O)c1C#N,0,85,1.1,16,-2,-12,1.3,-0.7,4.3
CC1=C(C#N)C(=O)OC(C)(C)C1,-1,114,1,-2,4,.,1.1,-4.9,-1.1
Cc1c(Cl)cccc1NC(=O)CC(NCCN1CCOCC1)C(=O)O (configuration not stated),0,102,1,12,0,0,1.1,0.1,-1.8
NS(=O)(=O)c1ccc(NC(=O)N[C@@H](Cc2ccccc2)C(=O)O)cc1,-1,88,0.96,-3,1,-6,1,-1.5,-0.7
CC(c1ccccc1)N1C(=O)c2ccc(C(=O)NCc3ccco3)cc2C1=O (configuration not stated),0,81,0.98,-2,5,-23,1,-0.3,0.0
NC(=O)c1ccccc1NS(=O)(=O)Cc1ccc(Cl)cc1,-4,.,1.1,-50,-70[fluorescence artefact?],-7,3.9*,-1.3,0.8
COc1ccc(S(=O)(=O)N2CCN(C(=O)NC3CCCCC3)CC2)cc1OC,3,66,1,15,-4,0,1.1,-0.2,-0.3
CCc1ccc(C2C(C#N)=C(N)SC(N)=C2C#N)cc1,17,93,1.1,-18,-8,28,1.1,-0.8,-0.9
C=C(C)Cn1c(-c2ccccc2)nc2ccccc21,-4,92,0.97,-7,-6,4,1,-0.1,-0.3
# The list continues:
SMILES,HTR1E antagonist,Her2 expr inh,Abs 340nm,S1P1 ag-PAM,MMP13 inh,5-HT1A blocker,Autofluor 339,S1P3 agonist,HTR1E agonist
COC(=O)c1ccccc1NC(=O)C1CCN(C(=O)c2cc(OC)c(OC)c(OC)c2)CC1,-3,111,1,.,-9,-4,1.1,.,-0.9
COCCn1c(SCC(N)=O)nnc1-c1c[nH]c2ccccc12,-3,57,1,-5,-5,5,1.1,0.3,0.7
O=C(Cc1cccs1)N1CCCC(c2nc(-c3ccc(S(=O)(=O)N4CCCC4)cc3)no2)C1 (configuration not stated),9,77,0.98,19,5,-2,1.1,-0.6,-0.4
O=C(CC1C(=O)NCCN1C(=O)Nc1ccccc1)Nc1ccc2c(c1)OCCO2 (configuration not stated),-11,94,1,-1,-6,-4,0.91,-0.3,-0.7
N#Cc1cccc2cnccc12,-8,69,1,-20,-2,0,1.1,-0.9,-0.4
CC(=O)NCCc1ccc(S(=O)(=O)NCc2ccc3c(c2)OCO3)cc1,4,121,1,-25,-2,-4,1,-0.5,0.0
CCSc1nnc(NC(=O)c2csc3c2CCC(C)C3)s1 (configuration not stated),-3,66,1.1,-24,2,-17,1.5,-0.4,0.2
O=C(COC(=O)c1ccccn1)NCCCc1ccccc1,4,86,1.1,-5,1,5,1.1,-0.7,0.1
CCOC(=O)C1=C(CNCc2ccccc2Cl)NC(=O)NC1c1ccc2c(c1)OCO2 (configuration not stated),9,110,1,.,6,8,1.1,-0.5,1.6
O=c1cc(O)nc(SC23CC4CC(CC(C4)C2)C3)[nH]1,-1,99,0.99,-4,4,-11,1.1,0.0,1.0
CC1CCN(C(=O)c2scc3c2OCCO3)CC1,8,133,0.99,18,-3,12,1,0.0,-0.4
O=C(NCCCn1ccnc1)c1cccc(S(=O)(=O)Nc2ccccc2F)c1,-12,117,1,.,3,-9,1.2,.,0.0

# Screens (PubChem BioAssay)
